High-throughput results as filed in PubChem BioAssay.
CCT chaperon mod: modulators of cytosolic chaperonin (CCT/TRiC) activity. purified chaperonin ATPase assay, HTRF ADP detection, 30 min. activity change, % (test concentration not listed), hits read low. 360,000 compounds, 0.3% hits; in the data active = activity change below about -30%; also: % is scaled to controls: 0 for no effect and ±100 for the full control effect
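Enzyme 40 or 20 nM (batch-dependent) in Tris pH 7.4/KCl/MgCl2/DTT; cpd 76 uM single point; ATP 10 uM; 30 min 37 °C; Transcreener ADP HTRF detection, 30 min RT; ratio 665/615.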
EPAC1 ag: agonists of human EPAC1; O95398; EPAC1 agonist qHTS, biochemical assay; response scale: 100% = response to 6.5 mM cAMP; Potency, µM (series often up to 154 µM), for the others: at the highest dose activation, usual class: activators; 360,000 compounds, 0.073% hits; AID 720707; also: potency is read from the fitted curve at half-maximal effect; nearly all actives have a fitted effect of over 60% in size
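Nucleotide exchange by EPAC1 (100 nM) on Rap1B–BODIPY-GDP (250 nM) in the presence of 50 uM GDP is tracked fluorescently at 480/540 nm over 30 min. Signals are normalized to a 6.5 mM cAMP control.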
PI5P4Ka inh: blocks human PI5P4K alpha kinase activity; P48426; PI5P4Kalpha enzyme, ADP-Glo luminescence, 60 min; active compounds read low; max response, %; 330,000 compounds, 1.2% hits; AID 652105; active = max response of -50% or lower; inconclusive = between -30% and -50%; inactive = -30% or higher; also: value at the top dose of about 77 µM; % is scaled to controls: 0 for no effect and ±100 for the full control effect
Target sequence (P48426 whole entry, looked up): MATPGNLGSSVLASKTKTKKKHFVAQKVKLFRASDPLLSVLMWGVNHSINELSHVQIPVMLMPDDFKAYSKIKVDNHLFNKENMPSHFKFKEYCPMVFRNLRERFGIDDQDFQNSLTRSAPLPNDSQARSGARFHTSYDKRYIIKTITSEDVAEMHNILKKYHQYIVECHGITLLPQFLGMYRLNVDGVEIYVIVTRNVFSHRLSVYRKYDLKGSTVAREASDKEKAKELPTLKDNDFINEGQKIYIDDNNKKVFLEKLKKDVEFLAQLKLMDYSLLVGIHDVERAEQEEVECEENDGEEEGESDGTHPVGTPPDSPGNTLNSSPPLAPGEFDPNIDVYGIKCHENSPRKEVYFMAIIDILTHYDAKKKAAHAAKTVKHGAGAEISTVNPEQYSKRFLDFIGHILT
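qHTS, 1536-well: enzyme/substrate mix, compound by pin tool, 5 microM ATP final; RT 60 min; ADP-Glo reagents 1 (45 min) then 2 (30 min); luminescence.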
EPAC2 antag: blocks human EPAC2 exchange factor | Q8WZA2 | EPAC2 GEF exchange of Rap1B-BODIPY-GDP, fluorescence | Potency, µM (highest dose often 114 µM), without a hit: top-dose activity, negative = inhibition, hits mostly inhibitors | 360,000 compounds, 0.18% hits; also: potency is read from the fitted curve at half-maximal effect; % is scaled to controls: 0 for no effect and ±100 for the full control effect; nearly all actives have a fitted effect of over 45% in size; many of its hits are not listed in these tables
PLK1 PBD inh: blocks phosphopeptide binding to human PLK1 polo-box domain. P53350. 360,000 compounds, 2.8% hits. Plk1 PBD binding of FITC phosphopeptide, fluorescence polarization. Potency, µM, inactives show max response, negative = inhibition, usual class: inhibitors; also: potency is read from the fitted curve at half-maximal effect; series mostly up to about 57 µM; % is scaled to controls: 0 for no effect and ±100 for the full control effect; nearly all actives have a fitted effect of over 65% in size
Target sequence (P53350 whole entry, looked up, the tested form may be a part): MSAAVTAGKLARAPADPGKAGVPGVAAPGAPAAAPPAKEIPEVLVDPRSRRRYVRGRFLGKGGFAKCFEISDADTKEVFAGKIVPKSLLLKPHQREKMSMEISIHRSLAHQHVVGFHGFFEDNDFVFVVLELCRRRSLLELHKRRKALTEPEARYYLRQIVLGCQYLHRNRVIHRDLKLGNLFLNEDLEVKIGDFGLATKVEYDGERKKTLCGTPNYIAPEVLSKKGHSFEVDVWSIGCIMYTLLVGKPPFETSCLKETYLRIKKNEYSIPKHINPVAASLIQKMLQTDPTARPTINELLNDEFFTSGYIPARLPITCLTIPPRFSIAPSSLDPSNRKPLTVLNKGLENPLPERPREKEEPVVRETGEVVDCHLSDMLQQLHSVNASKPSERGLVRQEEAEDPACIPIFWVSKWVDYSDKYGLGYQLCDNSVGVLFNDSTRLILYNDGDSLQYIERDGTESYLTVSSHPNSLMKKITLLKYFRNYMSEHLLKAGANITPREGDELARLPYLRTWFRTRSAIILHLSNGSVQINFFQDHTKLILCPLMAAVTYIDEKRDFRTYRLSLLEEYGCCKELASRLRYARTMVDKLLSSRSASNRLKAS
Mm-Cpn inhibitor: blocks the Methanococcus maripaludis chaperonin Mm-Cpn; purified Mm-Cpn ATPase, ADP Transcreener TR-FRET; Potency, µM (doses to about 76.9 µM), inactives show at the top dose activity, negative = inhibition, hits mostly inhibitors; 330,000 compounds, 0.031% hits; also: potency is read from the fitted curve at half-maximal effect; % is scaled to controls: 0 for no effect and ±100 for the full control effect; nearly all actives have a fitted effect of over 80% in size
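ATPase read-out: TR-FRET ADP immunoassay (anti-ADP Eu cryptate vs ADP-d2), ex 320 nm, em 590/665 nm; signal drops as ADP forms. Enzyme 25 nM, ATP 10 uM, 30 min at 37°C after 10 min compound preincubation.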
WRN inhibitor: WRN helicase (human) inhibition; WRN helicase unwinding, fluorescent forked duplex, kinetic; Potency, µM (series often up to 114 µM), for inactives: top-dose activity change, negative = inhibition, usual class: inhibitors; 360,000 compounds, 0.46% hits; AID 651768; also: potency is read from the fitted curve at half-maximal effect; % is scaled to controls: 0 for no effect and ±100 for the full control effect; nearly all actives have a fitted effect of over 55% in size
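Kinetic fluorescence helicase assay: unwinding of a quenched forked DNA duplex (100 nM final) with 2 mM ATP final raises red fluorescence (525/598 nm). Compounds sat 15 min at room temperature with 20 nM WRN beforehand.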
EPAC1 antag: antagonists of human EPAC1. O95398. EPAC1 GEF assay, Rap1b-BODIPY-GDP exchange fluorescence. Potency, µM (series often up to 115 µM), for inactives: at the top dose activity change, negative = inhibition, most hits filed as inhibitors. 360,000 compounds, 0.14% hits. AID 720709;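 also: potency is read from the fitted curve at half-maximal effect; plate controls were vehicle for no effect and positive control for full effect; nearly all actives have a fitted effect of over 50% in size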
Starred values were filed as active, the others as inactive; ? = inconclusive; / = not tested or not shown; [ ] = remark or other dose. Unless noted, calls follow the shape of the dose curve; as a rule, active = well fitted curve in the direction sought with a large enough effect; inconclusive = small, poorly fitted or top-dose-only effect, or another doubt; inactive = no such curve, though single readings can be large; an effect the other way counts as inactive or inconclusive.

mol	CCT chaperon mod	EPAC1 ag	PI5P4Ka inh	EPAC2 antag	PLK1 PBD inh	Mm-Cpn inhibitor	WRN inhibitor	EPAC1 antag
COc1ccc(NCc2nnc(SCC(=O)N3CCCc4ccccc43)n2C)cc1	-0.6	-0.7%	/	4.0%	-2.3%	1.0%	-10.4%	0.3%
COc1cccc(NC(=O)CN(C)C(=O)c2ccccc2Sc2ccccc2C#N)c1	-0.9	-1.0%	0.4	12.2%	-4.9%	1.5%	0.9%	-20.0%
CCN(CC)S(=O)(=O)c1ccc2c(c1)nc(SC(C)C(N)=O)n2-c1ccc(OC)cc1 (configuration not stated)	-2.0	9.6%	-21.7	-6.1%	-3.2%	2.8%	-8.4%	5.1%
COC(=O)[C@@]12CCCCN1[C@H](c1ccc(SC3CCCCC3)c(OC)c1)[C@@H]1C(=O)N(C)C(=O)[C@@H]12	1.3	-13.5%	2.4	-19.2%	4.8%	-1.7%	-11.0%	-4.6%
COc1ccc(-c2c(C#Cc3ccsc3)c3cc(-c4ccc5c(c4)OCO5)ccc3n2C)cc1	1.0	8.9%	10.8	9.1%	-1.7%	?	5.3%	-27.9%
COc1ccc(-c2cc(C(=O)NCC3CCCO3)c3cc(C)ccc3n2)cc1 (configuration not stated)	-2.4	4.0%	3.8	-11.2%	-26.3%	-1.4%	-8.2%	-17.5%
Cc1cnc2c(N)cc(C)c(C)c2c1	-0.4	-7.8%	-2.0	-10.1%	-0.5%	/	4.9%	3.4%
CCCc1nnc(SCC(=O)N2CCOCC2)n1CCCOC	-1.6	3.1%	2.3	-3.6%	16.8µM*	0.9%	16.2%	-11.6%
CC(C)NC(=O)CSc1nc2[nH]ncc2c(=O)[nH]1	-1.5	-0.7%	-6.6	10.9%[57.1 µM]	-12.5%	-5.0%	7.3%	-0.6%
O=C(COC(=O)c1ccc(Cl)nc1)Nc1cc(S(=O)(=O)N2CCOCC2)ccc1Cl	0.1	2.2%	8.9	-5.8%	-1.5%	-9.5%	-4.8%	-11.8%
O=C(N/N=C/c1ccc2ncccc2c1)c1cc(-c2cccs2)nc2ccccc12	0.5	7.7%	-3.1	-0.7%	-0.3%	0.8%	-2.4%	-2.5%
O=C(/C=C/c1cccc(Cl)c1)Nc1ccncc1	-2.4	-10.9%	-1.4	3.8%	-1.1%	-0.8%	6.4%	2.4%
Cc1ccc(OCC(=O)O/N=C(\N)c2cccc([N+](=O)[O-])c2)cc1C	0.2	19.3%	7.4	-16.5%	-10.2%	?	-6.2%	16.2%
NNS(=O)(=O)c1ccc2c(c1)Cc1cc(S(=O)(=O)NN)ccc1-2	-0.9	2.5%	-4.9	7.9%	-23.4%	-6.1%	-24.8%	?
Cc1ccccc1S(=O)(=O)Nc1nc2ccccc2nc1NCCO	-3.1	0.8%	5.9	1.3%	-5.2%	-22.1%	1.6%	-8.7%
O=C(COC(=O)Cc1ccsc1)Nc1ccc(Br)cc1F	-1.8	2.7%	-2.9	-14.2%	4.9%	0.5%	-3.5%	-9.0%
COc1ccc(C(=O)NCC(=O)OCc2c(Cl)cccc2Cl)cc1OC	-0.7	0.1%	-0.8	?	0.6%	-0.1%	-2.4%	-7.9%
CC(C)(C)c1ccc(-c2nc3[nH]c(=O)cc(NC(=O)c4ccco4)n3n2)cc1	-1.8	1.8%	-5.5	-9.2%	23.8µM*	2.4%	-4.5%	1.4%
N#C/C(=C\c1ccccc1)C(=O)N1CCC(C(N)=O)CC1	-4.0	7.2%	0.0	3.7%	-14.3%	1.2%	3.5%	8.5%
COc1ccc2[nH]c(C)c(CCN3C(=O)C4C5C=CC(C5)C4C3=O)c2c1 (configuration not stated)	0.7	-11.4%	0.0	1.0%	-2.8%	0.1%	6.7%	-16.8%
CS(=O)(=O)c1ccc(-c2nnn(CC(=O)N3CCCCC3)n2)cc1	1.0	1.6%	-6.5	13.9%	-11.7%	-4.2%	17.6%	-7.8%
O=C(c1cccc2ccccc12)C1CCCN(C(=O)CCCn2cncn2)C1 (configuration not stated)	1.0	2.6%	0.7	-1.4%	-6.5%	5.5%	-0.1%[57.1 µM]	-21.3%
CC(=O)c1cccc(NC(=S)NC(=O)c2ccc(Cl)cc2)c1	-0.1	-4.3%	7.1	12.2%	-10.3%	-3.3%	2.0%	12.5%
CCC(C)Sc1ccc([C@@H]2[C@@H]3C(=O)N(CC)C(=O)[C@@H]3[C@]3(C(=O)OC)CCCCN23)cc1OC (some centres not stated)	0.0	-11.7%	-3.8	-16.3%	-8.2%	-4.2%	-3.0%	?
COc1ccc(S(=O)(=O)N2CCCCCC2)cc1N(C)S(=O)(=O)c1ccc(C)cc1	-13.0	5.1%	5.9	-8.5%	-3.7%	4.8%	-13.0%	-7.0%
N#Cc1c(N)oc(-c2ccc3c(c2)OCO3)c1-c1ccc2c(c1)OCO2	-1.5	?	?	13.7%	-15.9%	-0.1%	-21.4%	9.6%
CC(C)Cn1c(-c2ccc(Br)o2)n[nH]c1=S	-1.4	-2.6%	-3.3	15.2%	-28.3%	-0.6%	3.6%	2.1%
CCn1c(SCC(=O)c2c(N)n(C3CC3)c(=O)[nH]c2=O)nc2cc(S(N)(=O)=O)ccc21	-4.1	-0.1%	-9.3	15.4%	-23.9%	-8.1%	3.2%	-3.7%
CC(C)N(C)NC(=S)Nc1ccccc1	0.4	-5.7%	-4.9	8.3%	1.4%	1.5%	-3.9%	12.6%
CCCCCNC(=O)c1c[nH]c2ccc(S(=O)(=O)N3CCC4(CC3)OCCO4)cc2c1=O	-2.2	8.7%	1.6	-12.3%	-18.0%	3.9%	?	-26.6%

Compound profiles (already shown). Values in the order: CCT chaperon mod	EPAC1 ag	PI5P4Ka inh	EPAC2 antag	PLK1 PBD inh	Mm-Cpn inhibitor	WRN inhibitor	EPAC1 antag
CC(C)Cn1c(-c2ccc(Br)o2)n[nH]c1=S is listed as -1.4	-2.6%	-3.3	15.2%	-28.3%	-0.6%	3.6%	2.1%
CC(C)(C)c1ccc(-c2nc3[nH]c(=O)cc(NC(=O)c4ccco4)n3n2)cc1 is listed as -1.8	1.8%	-5.5	-9.2%	23.8µM*	2.4%	-4.5%	1.4%

Other structures
mol	CCT chaperon mod	EPAC1 ag	PI5P4Ka inh	EPAC2 antag	PLK1 PBD inh	Mm-Cpn inhibitor	WRN inhibitor	EPAC1 antag
Brc1ccccc1-c1nnc(COc2cccc3cccnc23)o1	-2.7	-2.9%	?	-1.7%	-4.6%	-1.8%	-8.9%	-10.0%
CCOc1cccc(C(=O)Nc2cccnc2)c1	-1.1	9.1%	0.9	13.5%	0.1%	-1.4%	-4.9%	6.8%
CCCCCCCC(=O)NNC(=O)CCC(=O)O	2.0	4.6%	2.1	-2.3%	-7.6%	-0.3%	2.4%	-1.2%
c1ccc(-c2c(-c3ccccc3)n(Cc3ccco3)c3ncnc(NCCCn4ccnc4)c23)cc1	0.0	12.2%	-8.9	-5.5%	?	-3.2%	-12.6%	-1.1%
COc1ccccc1NC(=O)c1ccccc1N(Cc1ccccc1)S(C)(=O)=O	-0.4	-9.8%	1.2	-10.6%	-1.4%	2.2%	-0.5%	-14.0%
CN(C)c1ccc(C(O)c2cc3ccccc3s2)cc1 (configuration not stated)	-2.1	15.3%	7.3	?	-6.4%	/	-6.7%	-7.7%
COCc1nnc(NC(=O)c2cc(Cl)ccc2OC)s1	2.2	-2.3%	/	8.5%	29.9µM*	-4.2%	5.6%	11.7%
COC(=O)COc1ccc(S(=O)(=O)NC2CCCCCC2)cc1	-4.7	6.8%	/	-3.8%	-2.3%	-0.6%	-2.3%	-0.6%
Cc1cc(C(=O)N=Nc2c(O)n(C(C)C)c3ccccc23)n[nH]1	1.4	-7.6%	-7.9	1.6%	-0.5%	0.3%	-2.3%	6.5%
CCn1c(=O)cc(SCC(=O)NCCCN2CCN(c3ccccc3F)CC2)c2ccccc21	1.3	-0.2%	/	7.7%	-3.1%	-1.0%	8.1%	4.4%
Cc1cc(N2C(=O)C(O)=C(C(=O)c3ccc(C)o3)C2c2ccc(OCc3ccccc3)cc2)no1 (configuration not stated)	0.0	-20.4%	-59.9*	-2.4%	21.2µM*	-15.5%	11.5%	-10.8%
CCCNC(=O)C1(C)CCCN(Cc2cccc(Oc3ccccc3)c2)C1 (configuration not stated)	-3.0	-14.1%	-1.5	-15.6%	0.5%	/	-7.1%	-18.4%
O=C(Nc1cccc(S(=O)(=O)N2CCCCCC2)c1)C1CCN(C(=O)c2ccc(Cl)cc2)CC1	-2.9	-7.2%	6.1	-9.1%	-1.0%	-2.3%	-9.6%	-17.2%
C[C@@H]1CN([C@H](C)CO)C(=O)CCCn2cc(nn2)CO[C@H]1CN(C)C(=O)CCC(F)(F)F	-3.1	7.1%	-8.9	-3.9%	-28.2%	/	1.4%	22.1%
O=C(N/N=C/c1ccncc1)C1CC1C(=O)N/N=C/c1ccncc1 (configuration not stated)	-1.6	-3.8%	2.7	5.0%	-1.1%	0.7%	0.8%	-3.8%
COc1ccc2nc(SCC(=O)NCC(F)(F)F)[nH]c2c1	-0.4	10.2%	1.8	-2.3%	2.8%	1.8%	-12.6%	10.0%
Cc1cccc(C(=O)NCCN2CCOCC2)c1[N+](=O)[O-]	-0.1	-5.9%	4.3	3.4%	-0.9%	0.9%	-13.1%	5.2%
CN(c1cccc(NC(=O)CN(c2ccc(F)cc2)S(C)(=O)=O)c1)S(C)(=O)=O	-7.4	0.6%	0.3	-8.1%	0.6%	1.7%	6.2%	-7.9%
CC1(C)NC(=O)N(CCOCCOc2cccc(Oc3ccccc3)c2)C1=O	0.6	0.1%	/	16.8%	-12.4%	1.9%	-8.4%	-5.9%
CCC(=O)Nc1ccccc1Oc1ccccc1	1.2	5.2%	-1.7	6.8%	23.8µM*	0.3%	6.6%	6.7%
CCC(=O)Nc1ccc(C(=O)NCCCn2ccnc2)cc1	-0.6	9.8%	-1.5	2.3%	-9.5%	2.8%	7.0%	-14.1%
COc1ccc(-c2[nH]ncc2CN2CCCCCCC2)c(OC)c1	0.3	-0.3%	-10.6	19.2%	-3.6%	-1.5%	-12.1%	-1.8%

Entries listed above marked active in PI5P4Ka inh:
molecule	CCT chaperon mod	PI5P4Ka inh	EPAC2 antag	PLK1 PBD inh	Mm-Cpn inhibitor	WRN inhibitor	EPAC1 antag
Cc1cc(N2C(=O)C(O)=C(C(=O)c3ccc(C)o3)C2c2ccc(OCc3ccccc3)cc2)no1 (configuration not stated)	0.0	-59.9*	-2.4%	21.2µM*	-15.5%	11.5%	-10.8%

An excerpt; the hit share may differ from the screen's.
